# Mtb BioA inh: blocks M. tuberculosis BioA enzyme activity; purified M. tuberculosis BioA enzyme, plate reader; inhibition, % at 9.99 µM; AID 602481; 0.096% of 360,000 active; in the data active = inhibition above about 40%
# TcdB inh: blocks C. difficile toxin B glycohydrolase activity; 0.24% of 350,000 active; TcdB glycohydrolase enzymatic assay, plate reader; P18177; inhibition, % at 9.99 µM; in the data active = inhibition above about 10%
# GDH-TPI counter: counter-screen for M. tuberculosis FBA inhibitors: GDH-TPI coupled enzymes | inhibition, % at 4.8 µM | 1.2% of 360,000 active | AID 588335 | GDH-TPI coupled enzyme counterscreen, NADH absorbance; in the data active = inhibition above about 30%;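 note: 0% = DMSO wells and 100% = wells lacking the enzyme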
# Vc quorum ag: induces V. cholerae light production without autoinducers; activation, % at 18.7 µM; V. cholerae BH1578 lux reporter, luminescence, 6 h; 0.16% of 350,000 active; AID 588436; in the data active = activation mostly above about 9.7%, no sharp cut-off; note: not every result past the cut was called active; inactives centre near 0; reference of the scale not given here
# PfHsp40 yeast: rescue of PfHsp40-mediated yeast toxicity | 0.68% of 340,000 active | S. cerevisiae expressing PfHsp40, growth rescue, ATP luminescence | growth rescue, % at 12.5 µM; in the data active = growth rescue above about 28%, passing the limit was not always enough;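 note: yeast W303a lacking pdr1 and pdr3 grown in galactose medium; growth measured after three days at 30 °C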
# Mtb FBA inh: Mtb fructose-bisphosphate aldolase inhibition; P9WQA3; inhibition, % at 1 µM; 2.3% of 360,000 active; purified M. tuberculosis FBA, fluorescence read-out; AID 588726; in the data active = inhibition above about 27%;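 note: 0% = vehicle and 100% = reference inhibitor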
# Target sequence (P9WQA3 whole entry, looked up): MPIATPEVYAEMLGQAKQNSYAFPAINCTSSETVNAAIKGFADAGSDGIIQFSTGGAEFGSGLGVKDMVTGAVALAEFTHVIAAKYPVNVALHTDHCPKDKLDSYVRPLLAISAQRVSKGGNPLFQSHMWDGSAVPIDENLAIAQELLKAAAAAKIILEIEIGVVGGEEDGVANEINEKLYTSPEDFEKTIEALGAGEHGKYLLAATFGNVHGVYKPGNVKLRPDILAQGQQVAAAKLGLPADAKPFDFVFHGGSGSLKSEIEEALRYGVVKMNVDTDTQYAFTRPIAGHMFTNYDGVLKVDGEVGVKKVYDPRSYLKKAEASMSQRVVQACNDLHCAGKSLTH
# Mtb UGM inh: Mtb UDP-galactopyranose mutase inhibition. P9WIQ1. purified UGM, fluorescence polarization probe displacement. inhibition, % at 10 µM. 0.06% of 320,000 active; in the data active = inhibition above about 10%, passing the limit was not always enough
# Target sequence (P9WIQ1 whole entry, looked up): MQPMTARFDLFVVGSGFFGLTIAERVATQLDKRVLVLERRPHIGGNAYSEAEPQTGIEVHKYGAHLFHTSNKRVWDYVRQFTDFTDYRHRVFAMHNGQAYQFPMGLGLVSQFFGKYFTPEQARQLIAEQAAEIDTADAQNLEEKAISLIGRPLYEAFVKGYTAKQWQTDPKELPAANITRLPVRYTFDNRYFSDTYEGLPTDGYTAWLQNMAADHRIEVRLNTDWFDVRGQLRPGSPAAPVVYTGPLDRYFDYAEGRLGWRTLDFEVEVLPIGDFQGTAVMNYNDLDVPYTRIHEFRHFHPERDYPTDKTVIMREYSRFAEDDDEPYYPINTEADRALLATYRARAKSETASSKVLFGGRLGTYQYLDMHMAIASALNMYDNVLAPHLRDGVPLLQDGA
# FadD28 binding: blocks FadD28 binding to the bisubstrate probe. fluorescence polarization. inhibition, % at 12.5 µM. 0.22% of 360,000 active; in the data active = inhibition above about 8.5%, passing the limit was not always enough
# Y pestis TopoI: blocks Yersinia pestis topoisomerase I activity | Y. pestis Topo-I cleavage product accumulation, plate reader | 0.064% of 360,000 active | activity, % at 10 µM; in the data active = activity above about 50%, passing the limit was not always enough; note: inactives centre near 2
# Numbers without * were called inactive; i = inactive; · = no result given; & = joins results of further samples.
SMILES,Mtb BioA inh,TcdB inh,GDH-TPI counter,Vc quorum ag,PfHsp40 yeast,Mtb FBA inh,Mtb UGM inh,FadD28 binding,Y pestis TopoI
CCOC(=O)C(C)Sc1ncc(-c2ccccc2)cn1 (stereo unspecified),·,0.5,-1,i,0.5,0,-2.7,-0.6,12
CN(Cc1ccccc1)C(=O)c1[nH]cnc1C(=O)Nc1ccc(Br)cc1F,0.3,2.1,14,-0.4,·,4,·,-1.2,0
CCCC(=O)Nc1nnc(CC(=O)N2CCCC2)s1,-0.9,·,1,-2.0,-0.9,2,-1.6,-3.1,4
COc1cc2ccccc2cc1C(=O)N1CCN(C(C)=O)CC1,4.9,-0.8,6,i,-1.3,1,2.7,0.1,9
Cn1c(-c2cccs2)[n+](C)c2ccccc21,·,-0.6,3,i,-0.8,12,-0.1,-1.6,4
Cc1nc(SCC(=O)c2c(N)n(C3CC3)c(=O)[nH]c2=O)[nH]c(=O)c1CCO,-1.0,1.6,-3,-4.2,-0.1,1,-1.9,-2.8,-6
CCN(CC)CCN(C(=O)c1ccc2ncsc2c1)c1nc2cc3c(cc2s1)OCO3,-1.6,0.8,3,-0.3,-0.3,3,0.8,-4.6,16
O=C(COc1cccc2ccccc12)NNC(=O)c1cnccn1,-1.4,2.3,1,-0.3,-0.1,0,-0.2,-2.2,7
CCN=c1scc(-c2ccc3c(c2)NC(=O)CO3)n1N=C1CCCC1,-1.1&1.2,2.0,14&-4,-0.8,0.0&0.9,0&-5,2.4,-1.2&-3.4,2&21
CC1=CC(C)=Nc2ccc(C)cc2N1,-0.1&0.3,·,-7&-14,1.7,1.0&-0.4,-3&1,-1.9&0.3,-4.4&-4.2,-6&-1
CCNNC(=O)C(O)(c1cccc(C)c1)c1cccc(C)c1,·,·,0,i,-1.4,1,1.0,0.0,2
O=C(c1cc(-c2cccnc2)nc2ccccc12)N1CCN(S(=O)(=O)c2cccs2)CC1,2.3,-1.0,3,i,0.7,4,2.7,-0.6,1
CCCCS(=O)CC(COC)OC(=O)c1ccccc1 (stereo unspecified),-0.2,0.3,-2,0.0,1.2,3,3.1,-0.5,-6
COc1ccc(OC)c(N(CC(=O)Nc2cccnc2)S(=O)(=O)c2ccc(OC)c(OC)c2)c1,0.7,·,-3,-3.6,0.1,-1,-0.6,-6.0,20
CCN(CC)c1ccc2cc(-c3nc4ccccc4n3C)c(=O)oc2c1,·,·,15,-0.9,-0.1,40*,2.0,-2.1,0
OC(CNCc1ccccc1)(c1ccccc1)c1ccccc1,-0.6,1.2,-1,i,-1.9,2,-0.9,·,15
O=C(CC1CCCCC1)NCc1ccccc1,2.9,1.1,-1,i,1.2,0,-0.3,-6.2,2
CCn1c(C)nc2cc(C(=O)NN=C(C)c3ccc(C#N)cc3)ccc21,-1.2,-1.7,14,i,-0.8,1,-1.2,-1.2,-2
Cc1ccc(S(=O)(=O)N2CCCCC2)cc1NC(=O)C1CCC1,1.4,1.1,-5,0.8,-0.6,2,1.6,1.0,3
CCOc1ccc(S(=O)(=O)N2CCCC(C(=O)NCc3cccnc3)C2)cc1 (stereo unspecified),0.4,1.2,3,-0.6,-0.9,-2,0.6,-3.0,3
CCOc1ccc(-c2c(C(=O)N/N=C/c3ccc(O)cc3)nnn2-c2nonc2N)cc1,0.2,2.1,22,-2.0,9.7,-3,1.1,-3.3,6
COCCNC(=O)c1ccc2c(c1)nc(C)n2-c1cccc(Cl)c1,33,4.4,-4,-0.3,-0.3,0,-3.0,-2.3,5
C/C(=N\N1CCN(C)CC1)c1c(O)[nH]c(=O)[nH]c1=O,-0.4,·,-5,i,0.0,-4,-0.5,-1.6,-4
O=C(Nc1ccc2c(c1)CCC2)c1cccc(F)c1,2.9,3.3,19,-0.1,-0.9,0,-0.5,-1.4,-2
CSc1ccc(NC(=O)Nc2ccc(C(=O)NCC(=O)O)cc2)cc1,·,1.5,7,i,0.2,-1,0.1,11*,0
Cc1cc(Nc2cnc3ccccc3n2)n(-c2ccccc2)n1,-0.6,·,26,i,-1.0,19,-2.6,-1.9,3
COCCNC(=O)C1CCCN(Cc2ccc(C#N)cc2)CC1 (stereo unspecified),-1.2,0.7,-4,-0.7,·,0,·,-1.3,-7
COc1ccc(C(=O)N2CCOC2CNC(=O)C(=O)NCc2ccccc2)cc1 (stereo unspecified),-1.8,0.6,2,i,·,-2,·,-1.5,2
CCN(Cc1nc(-c2ccc(C)cc2)no1)C(=O)c1ccco1,-2.7,0.4,8,i,1.1,0,-2.4,-1.4,5
CC1C=CCC2C(=O)N(c3cccc(C(=O)NCCc4ccccc4)c3)C(=O)C12 (stereo unspecified),-0.3,1.7,-3,i,-2.9,3,1.4,-2.6,2
CC1CC(=O)Nc2ccccc2N1C(=O)CSc1nnnn1C(C)C (stereo unspecified),0.8,1.6,3,-2.1,-0.9,2,-1.2,-0.3,-3
CC(Oc1ccc2ccc(=O)oc2c1)C(=O)NC1CCN(Cc2ccccc2)CC1 (stereo unspecified),7.2,0.4,20,2.6,-1.4,23,1.0,-2.4,1
O=C(NCc1ccncc1)C(=O)N/N=C/c1ccccc1OCc1ccccc1,1.1,-6.8,2,-0.1,-0.2,-4,0.8,-5.4,9
Nc1nonc1-c1noc(N2CCCCC2)n1,0.9,·,9,-0.9,-1.8,0,4.2,0.1,1
Cc1cc(NC(=O)C(C)SCC(=O)Nc2nnc(CC(C)C)s2)no1 (stereo unspecified),-2.0,-3.3,-2,-3.7,0.6,1,3.5,-1.5,2
CN(C)CCCNC(=O)/C(=C\c1ccc(-c2cccc([N+](=O)[O-])c2)o1)NC(=O)c1ccccc1,·,2.5,35*,-0.5,0.5,-3,0.9,-3.1,-26
CCn1c(C)cc(/C=C2/SC(=O)N(C(C)C(=O)OC)C2=O)c1C (stereo unspecified),-0.3,4.5,18,i,-1.5,-21,1.4,-4.2,-4
Cc1ccc(-c2nnc(SCC(=O)Nc3ccc4c(c3)oc3ccccc34)n2C)c(Cl)c1,-3.2,·,2,3.1,-0.4,0,1.2,-0.4,1
Cc1ccc(Nc2c(-c3ccco3)nc3ccccn23)cc1,0.8,-1.6,22,-0.3,3.4,121*,1.6,-0.7,0
CCOC(=O)c1c(N)sn(-c2ccccc2C)c1=S,2.2,·,8,i,-0.4,1,-4.3,-2.2,-8
Cc1cccc(NC(=O)CCC(=O)OCc2ccc(Br)cc2)c1,·,·,3,-0.4,-1.5,4,1.7,-1.0,-4
CCOC(=O)c1ccc(N=C(c2ccccc2)c2c(O)n(C)c(=O)n(C)c2=O)cc1,0.7,-1.4,3,i,9.2,0,-3.3,-2.4,-1
CN(C)C(=O)c1cc(C(=O)c2ccccc2C(F)(F)F)c[nH]1,·,-0.1,7,0.0,-0.2,1,-0.1,-2.1,5
O=C(CN1CCN(C(=O)C2CCCO2)CC1)Nc1ccc(Cl)c(Cl)c1 (stereo unspecified),-0.8,0.8,-1,-0.1,-1.7,1,-0.7,-2.8,2
Cc1cc(C)c(NC(=O)CNC(=O)COC(=O)/C=C/c2cccs2)c(C)c1,0.8,2.9,12,-2.8,1.4,-3,1.8,-3.0,2
Cc1cc(C)c2oc(=O)cc(CN3CCCCC3)c2c1,-1.6,1.5,17,i,-0.2,5,-1.1,-0.5,-1
CSC1=C(C#N)C(c2ccncc2)C(C(=O)Nc2ccccc2)=C(C)N1 (stereo unspecified),0.4,1.4,7,-0.3,0.1,1,-0.8,-0.9,-9
Cc1csc(N/N=C/c2ccccn2)n1,·,-0.3,11,-0.1,8.5,-2,-2.3,1.2,7
CC(=NCc1ccco1)c1c(O)n(Cc2ccccc2)c(=O)[nH]c1=O,1.3,·,-4,8.3,3.1,5,-3.0,-1.4,29
O=C(Cn1nc(C(F)F)cc1C(F)F)NNC(=S)Nc1ccc([N+](=O)[O-])cc1,·,0.6,11,0.6,-0.8,-3,2.6,0.1,-13
Cc1cc2cc(CN(Cc3ccc4c(c3)OCO4)C(=O)c3cnccn3)c3nnnn3c2cc1C,·,·,9,-0.3,1.5,2,1.9,-1.1,3
NC(=S)Nc1cc(Cl)ccc1Cl,-1.1,0.0,-1,-0.4,0.4,0,-0.3,-1.8,4
CCCN1CCC(NC(=O)Nc2ccc([N+](=O)[O-])cc2)CC1,-0.6,-1.9,14,i,-1.9,2,4.3,-2.0,4
O=C(Nc1c(Br)cc2c(c1Br)Cc1cc([N+](=O)[O-])ccc1-2)C(Cl)Cl,·,0.4,7,i,0.0,-3,·,-4.5,-23
CC12CN3CN(C1)CC(c1ccccc1)(C3)C2=O,·,·,-13,-0.1,-1.7,1,-0.4,-0.8,3
C/C(=N\O)C(C)(C)Nc1ccccc1F,·,0.0,3,0.5,-1.0,0,0.0,-3.4,1
COc1ccccc1NC(=O)Cc1csc(NC(=O)c2ccccc2)n1,·,0.5,2,i,0.6,2,0.8,-0.5,-3
CCOc1ccc(NS(=O)(=O)c2cccs2)cc1S(=O)(=O)N1CCCC1,-1.0,-4.1,9,-0.2,·,2,·,0.6,8
O=C(Cn1ccc2ccccc2c1=O)NCCC(=O)Nc1cccc(Cl)c1,1.4,·,-1,-2.6,1.5,1,-1.2,-3.4,1
CCN(CC(=O)Nc1cc(Cl)ccc1C)C(=O)CCc1nc2ccccc2c(=O)[nH]1,6.2,-0.1,15,-0.6,1.5,2,1.1,-2.0,2
# (listing goes on)
SMILES,Mtb BioA inh,TcdB inh,GDH-TPI counter,Vc quorum ag,PfHsp40 yeast,Mtb FBA inh,Mtb UGM inh,FadD28 binding,Y pestis TopoI
O=C1C2CCCCC2C(=O)N1c1ccc(NC2CCCCC2)c([N+](=O)[O-])c1 (stereo unspecified),·,-1.8,5,-0.2,-1.3,-1,0.8,-0.9,14
Cc1c(C(=O)O)sc(S(=O)(=O)N2CCN(C(=O)CC(C)c3ccccc3)CC2)c1C(=O)O (stereo unspecified),-1.4,1.3,8,i,-0.5,-2,·,-1.4,2
CCOC(=O)c1cc2[nH]c3ccccc3c2[n+](-c2ccc([N+](=O)[O-])cc2)c1C,·,·,30,i,0.5,0,2.8,-2.5,-6
COc1ccc(CN2CCn3ncc(C(=O)Nc4ccccc4)c3C2=O)cc1,·,·,8,-0.4,-0.7,4,0.8,-1.2,-12
CCCCn1c(=N)n(CC(O)COc2ccc(C)cc2)c2ccccc21 (stereo unspecified),0.8,·,1,-0.7,-0.3,2,1.3,-1.1,17
Fc1ccccc1/C=N/Nc1ncnc2ccccc12,·,2.5,27,i,3.2,-1,-0.4,-5.4,-1
c1ccc2c(CSc3nnc(-c4ccncc4)o3)cccc2c1,1.7,·,10,-1.8,-0.3,4,-2.5,-0.9,31
CCCCCOC(=O)C(C)c1c(C)[nH]c(=S)[nH]c1=O (stereo unspecified),6.0,·,0,-0.2,-0.6,2,0.0,-2.6,2
Cc1ccc(N2CCNCC2C)cc1 (stereo unspecified),0.5,0.1,1,0.9,-1.3,4,·,-1.2,-7
COc1ccc(OC)c(NC(=O)CSc2ccc3nnc(-c4ccccn4)n3n2)c1,4.4,0.0,10,i,-1.8,3,-3.1,-1.8,-4
O=C(NCCN1C(=O)S/C(=C\c2ccc(F)cc2)C1=O)c1cccc(S(=O)(=O)N2CCOCC2)c1,4.8,2.1,36*,-0.3,0.9,-3,-2.7,-1.3,-4
O=c1c(F)cn(C2CCCO2)c(=O)n1Cc1ccccc1Cl (stereo unspecified),-0.4,-0.8,4,2.9,-0.3,4,6.0,-2.4,3

# Entries of single compounds from above. Order of screens: Mtb BioA inh	TcdB inh	GDH-TPI counter	Vc quorum ag	PfHsp40 yeast	Mtb FBA inh	Mtb UGM inh	FadD28 binding	Y pestis TopoI
# Cn1c(-c2cccs2)[n+](C)c2ccccc21 in the list: ·	-0.6	3	i	-0.8	12	-0.1	-1.6	4
# CCCCCOC(=O)C(C)c1c(C)[nH]c(=S)[nH]c1=O (stereo unspecified) in the list: 6.0	·	0	-0.2	-0.6	2	0.0	-2.6	2
# CCCN1CCC(NC(=O)Nc2ccc([N+](=O)[O-])cc2)CC1 in the list: -0.6	-1.9	14	i	-1.9	2	4.3	-2.0	4
# CC12CN3CN(C1)CC(c1ccccc1)(C3)C2=O in the list: ·	·	-13	-0.1	-1.7	1	-0.4	-0.8	3
# CCOC(=O)c1cc2[nH]c3ccccc3c2[n+](-c2ccc([N+](=O)[O-])cc2)c1C in the list: ·	·	30	i	0.5	0	2.8	-2.5	-6
